# SSB-PriA inh = blocks PriA binding to SSB C-terminal tail; AlphaScreen SSBct-PriA binding, biotinylated peptide; inhibition, % at 33 µM; 430,000 tested, 0.6% active; in the data active = inhibition mostly above about 37%, no sharp cut-off; inactive = mostly below about 20%;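 also: plate controls were negative control peptide for no effect and reference peptide for full effect; strong numbers were not always called active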
# The depositor's hits bear a star; & = joins results of further samples. An excerpt; rates above refer to the full screens.
SMILES,SSB-PriA inh
c1ccc(-c2cc3ccccn3c2)cc1,2
O=C(CSc1ccc(NC(=O)c2cccs2)nn1)Nc1ccc(F)c(F)c1,-23
Cc1nc(S(=O)(=O)NCc2nc(-c3cccn3C)no2)cn1C,-7
N#Cc1nc(/C=C/c2ccc(F)cc2)oc1N1CCN(C(=O)c2cccs2)CC1,-6
CCOc1ccc(S(=O)(=O)NN=Cc2ccc3c(c2)OCO3)cc1,-11
O=C(C(=CO)N=Nc1ccc(Cl)cc1)c1ccncc1,9
O=C(c1c[nH]c(=O)n(Cc2ccco2)c1=O)N1CCN(c2ncccn2)CC1,3
O=C(NCCS(=O)(=O)N1CCN(CCc2ccccc2)CC1)C1CCCC1,3
Cc1cc(C)n(-c2ccc(Nc3ccc(NC(=O)Nc4ccccc4F)cc3)nn2)n1,6
Cc1ccc(NC(=O)N(CC(F)(F)F)C2CCOCC2)cc1C,-1
COC(=O)c1ccc(S(=O)(=O)NCc2cnn3ccccc23)cc1,-13
O=C(NN=Cc1ccccn1)C12CC3CC(CC(C3)C1)C2,-30
COc1ccc(SCC2CCN(C(=O)C3CC3)CC2)cc1,-1
COCCNC(=O)NCC1(c2ccsc2)CCCC1,-12
CCOc1ccc(CC(=O)NCC2CCN(C(=O)c3ccoc3)CC2)cc1,-1
COc1ccc(N2CCN(C(=O)c3ccc(=O)n(Cc4ccc(F)cc4)n3)CC2)cc1,11
O=C(COc1ccccc1F)N1CCC(c2nnc(C3CC3)o2)CC1,-13
ON=Cc1ccc(-c2ccccc2)o1,-18
CCOc1ccc(NC(=O)CSc2nccn3nc(-c4ccc(CC)cc4)cc23)cc1,-2
Cn1nnnc1N=NC(=NNc1ccccc1)c1ccccc1,11
Cc1ccc(S(=O)(=O)NCC2(c3cccs3)CCCC2)s1,-21
O=S(=O)(c1ccccc1F)N1CCC(c2cccs2)CC1,-10
CN(C)c1ncc(NS(=O)(=O)c2ccccc2Cl)cn1,-19
Cc1cc(Cl)ccc1Nc1nc(N2CCN(Cc3ccccc3)CC2)nc2c1cnn2C,-3
C(=NC(N=Cc1ccco1)c1ccco1)c1ccco1 (configuration not stated),-7
Cc1ccccc1OCC(=O)Nc1ccc(-n2nncc2C)cc1,-15
O=C(Cn1nc(-c2ccc3ccccc3c2)ccc1=O)Nc1ccccc1Cl,-13&-10
COC(=O)c1ccc2c(=O)n(CC(=O)NCc3ccccc3OC)c(=S)[nH]c2c1,-5
Clc1ccccc1-c1noc(-c2cn[nH]c2-c2ccccc2)n1,-11
CCN(CC)c1ccc(NC(=O)/C=C/c2ccc(OC)c(OC)c2)cc1,71
O=S(=O)(NCCn1nc(C(F)(F)F)c2c1CCCC2)c1cccs1,-14
O=C(NCCCN1CCOCC1)C(=O)Nc1cccc([N+](=O)[O-])c1,4
COc1ccccc1[C@H](CNC(=O)c1cccc(C#N)c1)OC,-12
O=C(NCCn1ncc2c(N3CCN(c4ncccn4)CC3)ncnc21)C1CC1,2
COc1ccc(C=Nn2c(-c3ccccc3)n[nH]c2=S)cc1,9
O=C(CNC(=O)c1ccccc1)NN=Cc1cc(Br)ccc1O,-7

# Retrieved by structure from the entries so far:
SMILES,SSB-PriA inh
C(=NC(N=Cc1ccco1)c1ccco1)c1ccco1 (configuration not stated),-7
O=C(NCCCN1CCOCC1)C(=O)Nc1cccc([N+](=O)[O-])c1,4

# Remaining list, next part:
SMILES,SSB-PriA inh
Cc1cc2c(SCC(=O)N3CCCc4ccccc43)ncnc2s1,-10
CCn1ccnc1N1CCN(C(=O)c2ccc(S(=O)(=O)N3CCCC3)cc2)CC1,-4
Cn1cc(C(O)CNC(=O)c2c(F)cccc2Cl)c2ccccc21 (configuration not stated),-7
CCc1ccc(OCC(=O)Nc2ccc(S(=O)(=O)Nc3nccs3)cc2)cc1,-18
CCCCNC(=O)CCCCC(=O)NN=Cc1ccccc1Cl,-16
O=C(CN1CCSC1=NC(=O)c1ccccc1)c1ccccc1,-8
C=CCN(CC=C)S(=O)(=O)c1ccc(C(=O)Nc2ccc(S(N)(=O)=O)cc2)cc1,7
CN(C)c1ccc(C(=O)NN=Cc2ccccn2)cc1,-12
COC(CNC(=O)c1cccn(C)c1=O)c1ccc(Cl)s1 (configuration not stated),-1
CCN(C(=O)c1cc(N2C(=O)CCS2(=O)=O)ccc1Cl)C1CCS(=O)(=O)C1 (configuration not stated),-1
CCC(=O)NCCOc1ccc(-c2cccs2)nn1,-11
CCOC(=O)c1ccc(Oc2coc3cc(OCC(N)=O)ccc3c2=O)cc1,-5
CC(C)(Oc1ccc(Cl)cc1)C(=O)NCCn1ncc2c(=O)n(Cc3ccc(Br)cc3)cnc21,-5
Cc1csc(CN2CCN(C(=O)c3ccc(S(=O)(=O)N4CCCCC4)cc3)CC2)n1,-10
O=C(N/N=C\c1c(Sc2ccccc2)nc2ccccn2c1=O)c1ccccc1O,1
Cc1nn(-c2ccccc2)c(N2CCCCC2)c1/C=N\Nc1ccc(C(F)(F)F)cn1,2
COC(=O)c1ccc(-c2csc(NC(=O)c3c(F)cccc3Cl)n2)cc1,4
COc1ccc(C)cc1Nc1nc(C(=O)N2CCNC(=O)C2)cs1,-13
O=C(c1cnn2c(-c3ccc(Cl)cc3)ccnc12)N1CCN(c2ccccn2)CC1,4
O=C(c1ccsc1)N1CCC(Oc2ncccc2Cl)CC1,-10
O=C(CCCSc1ccc(NC(=O)c2ccco2)nn1)Nc1ccc(F)c(Cl)c1,-14
c1ccc(Oc2nc(-c3ccccn3)nnc2-c2ccccc2)cc1,103*
COc1cc(Cl)c(C)cc1NC(=O)Cn1c(C)nc2c(sc3cccc(F)c32)c1=O,-5
Cc1cc(C(=O)Nc2nc3c(s2)CCC3)no1,2
Cn1nc(C2CC2)cc1N1CCN(C(=O)c2ccc3nsnc3c2)CC1,-3
CC1(C)N=C(C=NO)CN1O,-9
O=C1OC2(CCN(S(=O)(=O)C3CCCCC3)CC2)c2ccccc21,2
O=c1c(Cl)c(NN=Cc2ccc(Br)cc2)cnn1-c1ccccc1,-7
O=C(CC(c1ccccc1)c1ccccc1)NCC[C@H](O)c1ccco1,-4
Cc1cc(NC(=O)c2ccco2)nc2c1c(=O)oc1ccccc12,-14
COc1ccc(C(C)=NNc2ccccc2Cl)c(O)c1,-2
C[C@](O)(CNC(=O)C(=O)Nc1ccon1)c1cc2ccccc2s1,-9
COC(=O)c1ccc(C(=O)NCc2cncc(-c3ccsc3)c2)cc1,-8
CCOCC(=O)Nc1ccc2c(c1)CC(=O)N2CC,20
O=C(CCCOc1ccc(Cl)cc1Cl)Nc1ccc(S(=O)(=O)N2CCCC2)cc1,-5&4
O=C(Nc1nc2c(s1)C(=O)NCCC2)c1cnc2ccccc2n1,-17
COc1cccc(CNC(=O)CSc2ccc(-c3sc(C)nc3C)nn2)c1,-34
O=C(Nc1nc2c(s1)COc1ccccc1-2)c1ccc(-c2nc3ccccc3s2)s1,-15&15
COc1ccc(CC2CCCNC2)cc1 (configuration not stated),-14
CC(CC(=O)NC1CCCC1)=NNC(=O)C1CCCCC1,2
CC(NC(=O)COc1cc(Cl)ccc1Cl)c1ccccc1 (configuration not stated),6
CC(/C=C/c1ccccc1F)=NNC(=O)c1cccc(F)c1,3
COc1cc(C=NNC(=O)Cn2nnc3ccccc32)cc(OC)c1OC,-14
COC(=O)CSCC(=O)Nc1cc(C(F)(F)F)ccc1Cl,-8
COc1cccc(-c2c(C(=O)NN=C(C)c3ccco3)nnn2-c2nonc2N)c1,-4
Cc1ccc(Cl)cc1-n1nnc(C(=O)Nc2ccccc2C#N)c1C,-5
Cn1nccc1-c1nnc(NC(=O)c2cc(Cl)ccc2Cl)o1,-14
COc1ccc(N2CCN(C(=O)c3cccs3)CC2)nn1,-1
Cc1ccc(S(=O)(=O)c2c(N)n(/N=C\c3ccccn3)c3nc4ccccc4nc23)cc1,-14
O=S(=O)(NCCCN1CCOCC1)c1cccc2cnccc12,3
CS(=O)(=O)N1CCC(C(=O)N2CCc3nc(NC(=O)c4ccoc4)sc3C2)CC1,-5
Cc1cc(NC(=O)c2ccc(=O)[nH]c2)ccc1Br,-5
NC(=NOC(=O)c1cc(Cl)ccc1Cl)c1cccnc1,-12
COC(=O)NN=Cc1cn(CCCOc2ccc(C)cc2)c2ccccc12,8
O=C(CCCc1ccccc1)NCCn1ncc2c(=O)n(Cc3cccc(Cl)c3)cnc21,-12
CC(=NNC(=O)CCc1c[nH]c2ccccc12)c1ccc([N+](=O)[O-])cc1,10
O=C(c1ccccc1Br)N1CCC(S(=O)(=O)c2ccccc2)C1 (configuration not stated),-15
O=C(NN=C/C=C\c1ccccc1[N+](=O)[O-])c1ccccn1,6
S=C(NCCN1CCOCC1)NN=Cc1cccs1,-7
Cc1nnc(C2CCN(C(=O)C3(c4cccs4)CCCC3)CC2)s1,-8

# Next entries follow.
SMILES,SSB-PriA inh
O=S(=O)(NCCn1nc(C(F)(F)F)cc1C1CC1)c1cccc2ccccc12,4
CCS(=O)(=O)N1CCCc2cc(NS(=O)(=O)c3ccc(Cl)s3)ccc21,8
Cc1ccsc1C=Nn1c(-c2ccccn2)n[nH]c1=S,88*
COc1ccccc1C=NNC(=O)c1cccc(NC(=O)c2ccccc2C)c1,5
O=C(NCCC1=CCCCC1)C(=O)NC[C@]1(O)CCOc2ccccc21,-1
COc1ccc(CCC(=O)NC[C@@](C)(O)CCSC)cc1,-6
O=[N+]([O-])c1ccc(S(=O)(=O)NN=Cc2cccs2)cc1,-6
CCOC(=O)CNC(=O)CN1CCC(c2nnc(-c3ccco3)s2)CC1,9
Nc1nc2c(s1)CCCC2C(=O)O (configuration not stated),-7
COc1ccc2nc(-c3ccc(C)c(NS(=O)(=O)c4cccs4)c3)cn2n1,0
CCOc1cc(S(=O)(=O)n2ccnc2CC)c(C)cc1C,-30
CCOc1ccc(NC=CC(=O)c2ccccc2)c([N+](=O)[O-])c1,43*
COC(=O)c1ccc2nc(NC(=O)c3cc(C)nn3C)sc2c1,-12&-6
Cc1noc(CNC(=O)C2CCCN2c2nc3ccccc3o2)n1 (configuration not stated),-6
O=C(CSc1ccc(-c2ccc(Br)cc2)nn1)N1CCCc2ccccc21,-1
CC(/C=C\C=C\c1ccccc1)=NNC(=O)c1cncc(Br)c1,-3
O=C(NCc1cccs1)N1CCC(n2ccnn2)CC1,-8
COc1cccc(NC(=O)NC[C@](C)(O)c2ccco2)c1OC,-6
COc1cc(OC)cc(C(=O)NCCS(=O)(=O)N2CCN(c3ncccn3)CC2)c1,-8
O=C(C1CC1)N(CCc1cccs1)Cc1cccnc1,-11
O=C(Nc1nnc(-c2ccc(Br)cc2)o1)c1ccccc1,-9
O=C(NCCOc1ccc(F)cc1)c1ccc([N+](=O)[O-])cc1Cl,-12
COC(=O)CN(C(C)=O)[C@@H](c1ccccc1)c1cc(Br)ccc1NC(=O)c1ccccc1Br,-1
Cc1c(Cl)cccc1S(=O)(=O)NCc1nn(C)c(=O)c2ccccc12,-15
O=C(O)COc1ccccc1C=NNC(=O)c1cccc(S(=O)(=O)N2CCOCC2)c1,-7
O=S1(=O)CC(O)C(Br)C1 (configuration not stated),-8
Cc1nc(-c2ccccc2)sc1C(=O)Nc1ccc2nc(C)n(-c3ccc(F)cc3)c(=O)c2c1,-14
CC(=O)NC1C(Oc2ccc(Br)cc2)OC(COC(C)=O)C(OC(C)=O)C1OC(C)=O (configuration not stated),-2
O=C(Nc1ccc(Cl)c(Cl)c1)N(CCc1cccs1)Cc1cccnc1,-6
COc1cccc(Cn2cnc3c4cc(F)ccc4n(Cc4ccc(N5CCCC5=O)cc4)c3c2=O)c1,-1
CCOC(=O)c1ccc(NC(=O)c2ccc(NS(=O)(=O)c3cccc4cccnc34)cc2)cc1,-12&-8
C=CCN1CC2=C(C1=O)[C@@H](c1cccc(OC)c1OC)NC(=O)N2,8
O=C(C1CCC(=O)N1S(=O)(=O)c1ccc(Cl)cc1)N1CCCCC1 (configuration not stated),4
COc1ncc(NC(=O)c2snnc2C)cn1,1
CS(=O)(=O)N1CCC(C(=O)N2CCN(c3nc4c(Cl)cccc4s3)CC2)CC1,2
COc1ccc(/C=C/C(=O)NC(=S)NNC(=O)c2cc(C)[nH]n2)cc1,2
CC(C)S(=O)(=O)c1cccc(C(=O)Nc2nnc(Cc3cccs3)o2)c1,41*
Cc1ccc(-c2c(C(=O)NN=Cc3ccoc3)nnn2-c2nonc2N)cc1,0
Cc1cc(C)cc(NS(=O)(=O)CC23CCC(CC2=O)C3(C)C)c1 (configuration not stated),12

# As a short view, some entries already given.
SMILES,SSB-PriA inh
O=C(C1CC1)N(CCc1cccs1)Cc1cccnc1,-11
O=C(Nc1nnc(-c2ccc(Br)cc2)o1)c1ccccc1,-9
O=C(NCCOc1ccc(F)cc1)c1ccc([N+](=O)[O-])cc1Cl,-12
COC(=O)CN(C(C)=O)[C@@H](c1ccccc1)c1cc(Br)ccc1NC(=O)c1ccccc1Br,-1
Cc1c(Cl)cccc1S(=O)(=O)NCc1nn(C)c(=O)c2ccccc12,-15
O=C(O)COc1ccccc1C=NNC(=O)c1cccc(S(=O)(=O)N2CCOCC2)c1,-7
O=S1(=O)CC(O)C(Br)C1 (configuration not stated),-8
Cc1nc(-c2ccccc2)sc1C(=O)Nc1ccc2nc(C)n(-c3ccc(F)cc3)c(=O)c2c1,-14
CC(=O)NC1C(Oc2ccc(Br)cc2)OC(COC(C)=O)C(OC(C)=O)C1OC(C)=O (configuration not stated),-2
O=C(Nc1ccc(Cl)c(Cl)c1)N(CCc1cccs1)Cc1cccnc1,-6
COc1cccc(Cn2cnc3c4cc(F)ccc4n(Cc4ccc(N5CCCC5=O)cc4)c3c2=O)c1,-1
CCOC(=O)c1ccc(NC(=O)c2ccc(NS(=O)(=O)c3cccc4cccnc34)cc2)cc1,-12&-8
C=CCN1CC2=C(C1=O)[C@@H](c1cccc(OC)c1OC)NC(=O)N2,8
O=C(C1CCC(=O)N1S(=O)(=O)c1ccc(Cl)cc1)N1CCCCC1 (configuration not stated),4
COc1ncc(NC(=O)c2snnc2C)cn1,1
CS(=O)(=O)N1CCC(C(=O)N2CCN(c3nc4c(Cl)cccc4s3)CC2)CC1,2
COc1ccc(/C=C/C(=O)NC(=S)NNC(=O)c2cc(C)[nH]n2)cc1,2
CC(C)S(=O)(=O)c1cccc(C(=O)Nc2nnc(Cc3cccs3)o2)c1,41*
Cc1ccc(-c2c(C(=O)NN=Cc3ccoc3)nnn2-c2nonc2N)cc1,0
Cc1cc(C)cc(NS(=O)(=O)CC23CCC(CC2=O)C3(C)C)c1 (configuration not stated),12
